rTrxR1 inhibitor: qHTS Assay for Inhibitors of Mammalian Selenoprotein Thioredoxin Reductase 1 (TrxR1): qHTS; Thioredoxin reductase 1, cytoplasmic (Rattus norvegicus), O89049; recombinant rTrxR1, NADPH fluorescence consumption, selenite substrate; Potency, µM (top dose mostly 114 µM), for inactives: at the highest dose activity change, negative = inhibition, actives largely listed as inhibitors; hit rate 1% among 390,000; also: potency is read from the fitted curve at half-maximal effect; % is scaled to controls: 0 for no effect and ±100 for the full control effect; nearly all actives have a fitted effect of over 65% in size
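Rat TrxR1 (90 nM in the dispensed reagent) was pre-reduced with 400 uM NADPH for 5 min at room temperature, then incubated with compound for 15 min. After 400 uM selenite was added, NADPH fluorescence (Ex 340/Em 450 nm) was followed for 8 min.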
GLS inhibitor: qHTS for Inhibitors of Glutaminase (GLS); Glutaminase kidney isoform, mitochondrial (Homo sapiens), O94925; GLS enzymatic activity, qHTS titration; Potency, µM (titrated, usually from 45.5 µM), for inactives: at the top dose activity change, negative = inhibition, actives largely listed as inhibitors; hit rate 0.21% among 410,000; also: potency is read from the fitted curve at half-maximal effect; % is scaled to controls: 0 for no effect and ±100 for the full control effect
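Compounds were pin-transferred onto hKGA, after which L-glutamine (1 mM solution) and a detection mix of glutamate oxidase, HRP and Amplex Red were added. Initial and 30 min RT fluorescence reads were collected.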
USP1 inh: Inhibitors of USP1/UAF1: Primary Screen; Potency, µM (top dose mostly 57.1 µM), without a hit: top-dose activity change, negative = inhibition, hits mostly inhibitors; Ubiquitin carboxyl-terminal hydrolase 1 (Homo sapiens), O94782; AID 743255, 2014; recombinant USP1/UAF1, Ub-Rhodamine cleavage fluorescence; hit rate 0.23% among 390,000; also: potency is read from the fitted curve at half-maximal effect; % is scaled to controls: 0 for no effect and ±100 for the full control effect; nearly all actives have a fitted effect of over 60% in size; inactives centre near -12
Target sequence (O94782 whole entry, looked up): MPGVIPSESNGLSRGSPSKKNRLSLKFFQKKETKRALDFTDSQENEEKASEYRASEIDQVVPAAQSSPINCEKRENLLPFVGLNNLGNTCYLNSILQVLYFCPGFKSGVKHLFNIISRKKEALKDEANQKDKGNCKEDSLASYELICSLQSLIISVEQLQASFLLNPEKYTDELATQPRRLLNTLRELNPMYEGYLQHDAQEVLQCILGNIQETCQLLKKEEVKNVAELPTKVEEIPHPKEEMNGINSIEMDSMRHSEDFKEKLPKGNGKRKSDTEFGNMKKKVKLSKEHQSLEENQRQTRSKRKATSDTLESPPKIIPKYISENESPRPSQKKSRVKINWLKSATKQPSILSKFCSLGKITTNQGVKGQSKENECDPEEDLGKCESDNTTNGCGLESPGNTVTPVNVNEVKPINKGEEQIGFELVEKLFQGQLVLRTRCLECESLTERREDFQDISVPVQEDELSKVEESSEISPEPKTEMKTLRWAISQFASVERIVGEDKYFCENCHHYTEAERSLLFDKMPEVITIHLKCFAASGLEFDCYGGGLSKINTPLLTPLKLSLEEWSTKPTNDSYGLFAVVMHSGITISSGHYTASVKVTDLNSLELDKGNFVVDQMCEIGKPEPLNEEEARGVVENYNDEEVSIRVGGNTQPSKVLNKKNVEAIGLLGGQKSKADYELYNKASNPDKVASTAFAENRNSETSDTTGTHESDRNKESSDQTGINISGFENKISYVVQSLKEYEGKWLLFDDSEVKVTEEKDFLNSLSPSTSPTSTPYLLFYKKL
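High-throughput fluorogenic screen: 1nM USP1/UAF1 complex, Ub-Rho substrate 150nM final, 50mM HEPES pH 7.8 with 0.5mM EDTA, 0.1 mg/ml BSA, 1mM TCEP and 0.01% Tween-20.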
mIDH1 inhibitor: qHTS for Inhibitors of mutant isocitrate dehydrogenase 1 (IDH1): qHTS. Isocitrate dehydrogenase [NADP] cytoplasmic (Homo sapiens), O75874. IDH1-R132H enzyme, NADPH consumption, diaphorase/resazurin fluorescence. Potency, µM (series often up to 76.6 µM), without a hit: top-dose activity change, negative = inhibition, actives largely listed as inhibitors. hit rate 0.093% among 390,000; also: potency is read from the fitted curve at half-maximal effect; % is scaled to controls: 0 for no effect and ±100 for the full control effect; nearly all actives have a fitted effect of over 65% in size
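IDH1-R132H (0.5 ug/mL dispensed) in pH 7.5 Tris buffer was preincubated 30 min with compound, then given a substrate mix of 0.016 mM NADPH and 2 mM alpha-KG for 80 min at room temperature; remaining NADPH was read by diaphorase/resazurin fluorescence.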
PGK inhibitor: qHTS Assay to Find Inhibitors of Phosphoglycerate Kinase. hit rate 0.043% among 380,000. PGK/GAPDH coupled, Kinase-Glo luminescence, 60 min. Potency, µM (series often up to 57.5 µM), for the others: top-dose activity change, negative = inhibition, hits mostly inhibitors; also: potency is read from the fitted curve at half-maximal effect; % is scaled to controls: 0 for no effect and ±100 for the full control effect; nearly all actives have a fitted effect of over 60% in size
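Luminescent ATP detection (Kinase-Glo Plus) follows a 60-minute room-temperature incubation, with wells lacking PGK as controls. Buffer: 100 mM TEA (pH 7.6), 5 mM MgCl2, 0.01% Tween-20. Coupling enzyme GAPDH (100 nM final) supplies unstable 1,3-BPG in-well.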
HP1b chromo inh: HTS for Inhibitors of HP1-beta Chromodomain Interactions with Methylated Histone Tails; Chromobox protein homolog 1 (Homo sapiens), P83916; AlphaScreen HP1-beta / biotin-H3K9me3 peptide binding; Potency, µM (series often up to 114 µM), for inactives: at the highest dose activity change, negative = inhibition, usual class: inhibitors; hit rate 0.56% among 390,000; also: potency is read from the fitted curve at half-maximal effect; nearly all actives have a fitted effect of over 70% in size; inactives centre near 23
Target sequence (P83916 whole entry, looked up): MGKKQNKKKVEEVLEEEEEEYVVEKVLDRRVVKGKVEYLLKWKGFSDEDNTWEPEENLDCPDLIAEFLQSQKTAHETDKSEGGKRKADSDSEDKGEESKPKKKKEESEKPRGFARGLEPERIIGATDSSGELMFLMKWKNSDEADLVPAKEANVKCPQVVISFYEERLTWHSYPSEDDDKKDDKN
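HP1-beta protein (50 nM final) preincubated 30 min at room temperature with biotinylated H3(1-18)K9me3 peptide (50 nM) in PBS pH 7.4, 0.01% Tween-20, then compound added for 30 min. AlphaScreen streptavidin donor/nickel chelate acceptor beads (10 ug/mL final), 30 min dark, luminescence read.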
Pin1 inh: qHTS Assay to Find Inhibitors of Pin1 | Pin1 FP peptide displacement, HiFluor488, 10 min | AID 504891, 2011 | hit rate 0.009% among 390,000 | Peptidyl-prolyl cis-trans isomerase NIMA-interacting 1 (Homo sapiens), Q13526 | Potency, µM (series often up to 115 µM), for the others: at the top dose activity, negative = inhibition, actives largely listed as inhibitors; active = well fitted inhibition curve with a large enough effect in the polarisation, with a control signal flat, not every such curve was filed as active; inconclusive = small, poorly fitted or top-dose-only effect, or effect the other way, or a change in a side signal; inactive = no such curve, though single readings can be large or run the other way; the % refers to the polarisation; also: potency is read from the fitted curve at half-maximal effect; % is scaled to controls: 0 for no effect and ±100 for the full control effect
TrxR1 substrate: qHTS Assay for Substrates of Mammalian Selenoprotein Thioredoxin Reductase 1 (TrxR1): qHTS | Thioredoxin reductase 1, cytoplasmic (Rattus norvegicus), O89049 | purified TrxR1 substrate turnover, NADPH consumption readout | Potency, µM (top dose mostly 114 µM), for the others: at the top dose activity change, negative = substrate turnover | hit rate 0.01% among 390,000 | AID 588456, 2011; also: potency is read from the fitted curve at half-maximal effect; % is scaled to controls: 0 for no effect and ±100 for the full control effect; nearly all actives have a fitted effect of over 50% in size
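Rat TrxR1, dispensed at 90 nM, was prereduced with 400 uM NADPH (final) for 5 min at ~22 deg C, then incubated with compound 15 min before 400 uM selenite. A first-read NADPH fluorescence drop versus no-compound background flagged substrates.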
PI4K2A inh: qHTS for small molecular inhibitors of PI4K2A | purified PI4K2A, ADP-Glo luminescence, 1 h; hits give low values | activity change, negative = inhibition, % at 76.9 µM | hit rate 0.13% among 420,000 | AID 1346378, 2018; in the data active = activity change below about -50%; inconclusive = mostly about -30% to -49%;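 also: -100% = wells without enzyme as full effect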
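In this quantitative HTS, ADP production by PI4K2A was quantified luminescently after 1 h at ambient temperature; 100 microM adenosine served as plate-quality control.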
Numbers without * were called inactive; i = inactive; ? = inconclusive; nt = no result given; [ ] = remark or other dose. Unless noted, calls follow the shape of the dose curve; as a rule, active = well fitted curve in the direction sought with a large enough effect; inconclusive = small, poorly fitted or top-dose-only effect, or another doubt; inactive = no such curve, though single readings can be large; an effect the other way counts as inactive or inconclusive. An excerpt; rates above refer to the full screens.

SMILES	rTrxR1 inhibitor	GLS inhibitor	USP1 inh	mIDH1 inhibitor	PGK inhibitor	HP1b chromo inh	Pin1 inh	TrxR1 substrate	PI4K2A inh
S=c1[nH]nc(-c2ccccc2)n1/N=C/c1cccc(Cl)c1	-6%	-15%	-8%	1%	-3%	10%	6%	3%	3
COc1cc(S(=O)(=O)N2CCOCC2)ccc1NC(=O)COC(=O)c1ccccn1	-1%	1%	-13%	8%	2%	51%[activator]	2%	-4%	-8
CC(C)OC(=O)c1nn2c(C(F)(F)F)cc(-c3ccco3)nc2c1Cl	-4%[11.4 µM]	1%	-20%	-3%	1%	27%	42%[activator]	-5%	2
CN(C)CCN1C(=O)c2oc3ccccc3c(=O)c2C1c1cccc(Br)c1 (centres undefined)	19%	-11%	-12%	-1%	4%	29%	-4%	3%	2
Cc1ccc(NC(=S)Nc2ccc3[nH]c(=O)[nH]c3c2)cc1	-30%	12%	-29%	-3%	-10%	-15%	-16%	-4%	-4
Cc1cc(C(=O)CS(=O)(=O)c2ccc(Cl)cc2)cc(C)c1O	45µM*	10%	-20%	1%	nt	15%	-3%	-1%	-2
CC(=O)Nc1ccc(S(=O)(=O)NCC(=O)OCC(=O)N2CC(C)OC(C)C2)cc1 (centres undefined)	4%	0%	0%	-8%	2%	27%	6%	4%	-1
Cc1cc(C)c(NC(=O)CSc2nnc(-c3ccccn3)n2N)c(Cl)c1	3%	15%	-10%	11%	3%	-1%	-2%	0%	-3
COc1ccc(-c2cn3c(n2)sc2cc(C(=O)NCCCN4CCN(C)CC4)ccc23)cc1	6%	-5%	8%	46%[activator]	i	61%[activator]	0%	12%[11.4 µM]	2
CCOC(=O)c1nc2cc3n(c(C)c-2c1C)C(C)C(CC)=C3C (centres undefined)	7%	-9%	-13%	2%	-8%	19%	-5%	32%[activator][57.1 µM]	-2
COc1cc(C(=O)Nc2sc3c(c2C(=O)O)CCC(C)C3)cc(OC)c1OC (centres undefined)	3%	?	-6%	9%	-4%	16%	0%	0%	5
Cc1ccc(C2CC(=O)NC(SCCC(C)C)=C2C#N)cc1 (centres undefined)	15%	-7%	?	12%	-5%	?	1%	1%	-2
CCCCC(Nc1ncnc2ccccc12)C(=O)O (centres undefined)	5%	4%	-6%	5%	-4%	25%	-7%	3%	6
Cc1cc(NS(=O)(=O)Cc2ccccc2)cc(C)c1OCC(=O)N1CCOCC1	4%	18%	-7%	1%	8%	16%	?	-3%	-9
COc1ccc(Cl)cc1NC(=O)CN(C)CC(=O)Nc1ccccc1-c1ccccc1	5%[57.1 µM]	-14%	-17%	0%	i	53%[activator]	12%	-6%[57.1 µM]	-2
CCn1cnc2c1c(=O)n(CC(=O)OC(C)C(N)=O)c(=O)n2Cc1ccccc1 (centres undefined)	-13%	8%	8%	4%	-3%	19%	2%	-12%	1
COc1ccc(C(=O)NC2CCCCC2)cc1S(=O)(=O)N1CCOCC1	18%	?	-2%	0%	-6%	-8%	-7%	0%	1
CSc1ncc(C(=O)Nc2c(C)cccc2C)c(-c2ccccc2)n1	25%	-1%	10%	-6%	0%	17%	-5%	6%	0
Cc1ccc(S(=O)(=O)NCc2ccc(C(=O)NCCCN3CCN(C)CC3)cc2)cc1	1%	8%	-4%	4%	5%	15%	-2%	-1%	3
C[C@@H]1CN([C@H](C)CO)S(=O)(=O)c2ccc(Br)cc2O[C@@H]1CN(C)Cc1ccc(-c2ccccc2)cc1	nt	-9%	25µM*	9%	-8%	nt	nt	nt	1
CCOc1ccc(NC(=O)Nc2cc(C(C)C)c(O)cc2C)cc1	11%	-6%	-10%	-3%	4%	-10%	-4%	-2%	0
Cc1cccc(C(=O)N/N=C/c2ccc(OCC(=O)N3CCCCC3)cc2)c1	21%	9%	?	5%	-6%[11.5 µM]	11%	0%	3%	1
CC1=CN2C(=NC(=O)CC2(C)C(=O)N(CC(=O)NC2CCCC2)Cc2ccc(Cl)cc2)C=C1 (centres undefined)	-16%[57.1 µM]	-13%	-9%	2%	-5%	23%	-4%	69%[activator][57.1 µM]	-1
COc1ccccc1/C=C1\SC(=S)N(CCC(=O)Nc2ccc(C(=O)O)c(O)c2)C1=O	-2%	-3%	-25%	-5%	-3%	?	nt	-1%	-6
CN(CCc1ccccn1)C1CCCN(S(=O)(=O)c2ccc(F)c(Cl)c2)C1 (centres undefined)	22%	10%	-22%	-10%	4%	34%	-4%	11%	0

The listing continues.
SMILES	rTrxR1 inhibitor	GLS inhibitor	USP1 inh	mIDH1 inhibitor	PGK inhibitor	HP1b chromo inh	Pin1 inh	TrxR1 substrate	PI4K2A inh
COC(=O)CNC(=O)Cc1c(F)cccc1Cl	11%	-4%	-9%	10%	nt	39%[activator]	4%	-5%	6
COCCNC(=O)/C(C#N)=C/c1cc(C)n(-c2ccc(C)cc2)c1C	-7%[57.1 µM]	0%	-6%	7%	1%	-26%	4%	-11%[57.1 µM]	0
Cc1cc(C(=O)Nc2ccccc2C(=O)O)oc1C	10%	-3%	-20%	16%	0%	25%	-4%	-5%	-1
O=C(CS(=O)(=O)c1ccc(Cl)cc1)Nc1nnc(-c2cccs2)o1	-9%	4%	-12%	-11%	1%	38%[activator]	-13%	-2%	-2
O=C(CSc1ccccc1)N1CCN(S(=O)(=O)c2ccccc2F)CC1	12%	4%	1%	-7%	1%	13%	6%	0%	-5
CC(C(=O)N1CCN(c2ccc([N+](=O)[O-])cc2)CC1)N1C(=O)C2CC=CCC2C1=O (centres undefined)	-11%	5%	-17%	2%	i	20%	5%	-13%	-4
O=C(/C=C/c1ccco1)N(Cc1cccc(F)c1)C1CCS(=O)(=O)C1 (centres undefined)	35µM*	-2%	-26%	-10%	-10%	23%	-6%	-4%	-21

No new results follow: an excerpt of the list.
SMILES	rTrxR1 inhibitor	GLS inhibitor	USP1 inh	mIDH1 inhibitor	PGK inhibitor	HP1b chromo inh	Pin1 inh	TrxR1 substrate	PI4K2A inh
S=c1[nH]nc(-c2ccccc2)n1/N=C/c1cccc(Cl)c1	-6%	-15%	-8%	1%	-3%	10%	6%	3%	3
COc1cc(S(=O)(=O)N2CCOCC2)ccc1NC(=O)COC(=O)c1ccccn1	-1%	1%	-13%	8%	2%	51%[activator]	2%	-4%	-8
CC(C)OC(=O)c1nn2c(C(F)(F)F)cc(-c3ccco3)nc2c1Cl	-4%[11.4 µM]	1%	-20%	-3%	1%	27%	42%[activator]	-5%	2
CN(C)CCN1C(=O)c2oc3ccccc3c(=O)c2C1c1cccc(Br)c1 (centres undefined)	19%	-11%	-12%	-1%	4%	29%	-4%	3%	2
Cc1ccc(NC(=S)Nc2ccc3[nH]c(=O)[nH]c3c2)cc1	-30%	12%	-29%	-3%	-10%	-15%	-16%	-4%	-4
Cc1cc(C(=O)CS(=O)(=O)c2ccc(Cl)cc2)cc(C)c1O	45µM*	10%	-20%	1%	nt	15%	-3%	-1%	-2

Structures shown so far containing bromine, in the order listed:
SMILES	rTrxR1 inhibitor	GLS inhibitor	USP1 inh	mIDH1 inhibitor	PGK inhibitor	HP1b chromo inh	Pin1 inh	TrxR1 substrate	PI4K2A inh
CN(C)CCN1C(=O)c2oc3ccccc3c(=O)c2C1c1cccc(Br)c1 (centres undefined)	19%	-11%	-12%	-1%	4%	29%	-4%	3%	2
C[C@@H]1CN([C@H](C)CO)S(=O)(=O)c2ccc(Br)cc2O[C@@H]1CN(C)Cc1ccc(-c2ccccc2)cc1	nt	-9%	25µM*	9%	-8%	nt	nt	nt	1

High-throughput results: PubChem, National Center for Advancing Translational Sciences (NCATS)
